# E coli Lon inh: inhibitors of E. coli Lon protease, primary screen, biochemical, fluorescence polarization; P0A9M0; purified E. coli Lon protease; inhibition, % at 7.94 µM; 360,000 compounds, 0.42% hits; AID 602123, 2011; in the data active = inhibition above about 13%, passing the limit was not always enough;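 also: 0% = enzyme with probe and DMSO and 100% = no enzyme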
# CendR NRP1 mod: modulators of CendR peptide binding to NRP-1, primary screen, biochemical, fluorescence polarization, uHTS; Neuropilin-1 (Homo sapiens), O14786; FAM-RPARPAR peptide binding to NRP-1; inhibition, % at 25 µM; 360,000 compounds, 0.85% hits;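 active = inhibition or corrected inhibition above about 18%, plus a signal ratio from 0.5 to 1.5, limit read from the data, passing the limit was not always enough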; also: strong numbers were not always called active
# MT1-MMP act inh: blockers of MT1-MMP proenzyme processing, primary screen, HT1080 RFP-PRO-GFP cells, GFP/RFP fluorescence; Matrix metalloproteinase-14 (Homo sapiens), P50281; GFP/RFP ratio change, % at 20 µM; AID 651647, 2012; 360,000 compounds, 0.061% hits; GFP/RFP ratio fluorescence, overnight; percent of plate control window, DMSO zero;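 active = GFP/RFP ratio change of at least 30% with cell ATP level not reduced by more than half and red fluorescence within 50% of control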; also: strong numbers were not always called active
#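 Assay system: HT1080 RFP-PRO-GFP cells. Benchmarks: DMSO vehicle wells and RFP-L50D-GFP reporter cell wells. Times: overnight cell settling, then overnight compound exposure, 37 °C, 5% CO2. Compound: 20 µM single dose, 1% DMSO. Read-out basis: GFP/RFP fluorescence ratio.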
# Rin1-Abl PPI inh: inhibitors of Rin1-Abl protein binding, primary screen, biochemical, TR-FRET | Tyrosine-protein kinase ABL1 (Homo sapiens) + Ras and Rab interactor 1 (Homo sapiens), … | inhibition, % at 7.35 µM | 360,000 compounds, 0.4% hits; in the data active = inhibition above about 5%, passing the limit was not always enough
# MsrA inhibitor: bovine MsrA enzyme inhibitors, primary screen, biochemical, absorbance, HTS | Methionine sulfoxide reductase A (Bos taurus) | purified bovine MsrA, absorbance read-out | inhibition, % at 15.5 µM | 360,000 compounds, 0.75% hits; in the data active = inhibition above about 4.5%;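 also: 0% = vehicle wells with enzyme and 100% = reference inhibitor wells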
# Neddylation inh: inhibitors of cullin neddylation, primary screen, biochemical, TR-FRET, uHTS, NAE and Ubc12. NEDD8-conjugating enzyme Ubc12 (Homo sapiens) + NEDD8-activating enzyme E1 regulatory …. calls only at 25 µM. 360,000 compounds, 0.58% hits. AID 651699, 2012; in the data active = inhibition above about 36%
# Target sequence (P61081 whole entry, looked up): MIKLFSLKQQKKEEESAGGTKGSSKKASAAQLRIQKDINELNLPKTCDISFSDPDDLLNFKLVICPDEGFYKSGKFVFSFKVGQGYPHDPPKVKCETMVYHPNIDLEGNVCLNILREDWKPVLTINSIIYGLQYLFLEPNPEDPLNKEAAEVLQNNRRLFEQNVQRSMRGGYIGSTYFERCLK
# Target sequence (Q13564 whole entry, looked up): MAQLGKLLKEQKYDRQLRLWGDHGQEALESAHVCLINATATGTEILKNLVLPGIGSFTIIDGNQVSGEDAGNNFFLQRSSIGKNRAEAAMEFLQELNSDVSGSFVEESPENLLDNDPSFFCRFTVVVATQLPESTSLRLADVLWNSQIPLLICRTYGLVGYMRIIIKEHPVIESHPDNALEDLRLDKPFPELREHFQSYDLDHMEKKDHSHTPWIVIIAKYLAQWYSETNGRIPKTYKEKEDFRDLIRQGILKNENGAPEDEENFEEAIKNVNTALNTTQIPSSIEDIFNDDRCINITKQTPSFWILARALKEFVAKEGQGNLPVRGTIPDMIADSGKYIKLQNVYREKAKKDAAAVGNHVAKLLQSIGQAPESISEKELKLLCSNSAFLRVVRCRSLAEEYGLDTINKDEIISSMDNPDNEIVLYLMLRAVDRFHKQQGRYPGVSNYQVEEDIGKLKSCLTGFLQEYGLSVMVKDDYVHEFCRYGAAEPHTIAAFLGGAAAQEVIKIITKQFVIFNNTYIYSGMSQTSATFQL
# FAS-TE inh: FAS thioesterase domain inhibitors, primary screen, biochemical, fluorescence intensity, uHTS | recombinant FAS-TE, OMFH fluorogenic substrate, fluorescence endpoint | Fatty acid synthase (Homo sapiens), P49327 | 360,000 compounds, 0.67% hits | AID 602261, 2012 | inhibition, % at 15 µM;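 active = compounds whose normalised, plate-corrected inhibition of enzyme fluorescence in the single-dose primary screen is 50% or more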;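 also: 0% = DMSO with enzyme and 100% = substrate without enzyme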
# bovine MsrA act: bovine MsrA enzyme activators, primary screen, biochemical, absorbance, HTS | activation, % at 10.6 µM | Methionine sulfoxide reductase A (Bos taurus) | purified bovine MsrA, absorbance read-out | 360,000 compounds, 0.3% hits; in the data active = activation above about 7.5%;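 also: 0% = vehicle and 100% = reference activator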
# SKN-1 inh: suppressors of acrylamide-induced Pgst-4::GFP reporter in worms, primary screen, SKN-1 inhibitor project, whole organism, uHTS, GFP/RFP fluorescence ratio, strain VP596; C. elegans VP596 Pgst-4::GFP/RFP ratio, 24 h; inhibition, % at 21.8 µM; 360,000 compounds, 0.49% hits; AID 624304, 2012;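 active = interference check ratio from 0.5 to 1.5 plus GFP to RFP signal ratio inhibition reaching or exceeding a fixed threshold, cut at about 30% in these data, passing the limit was not always enough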; also: some compounds called inactive have numbers as strong as hits
# The depositor's hits bear a star; i = inactive; · = not tested or not shown. Not a hit list (roughly 4.2% active in at least one column).
compound,E coli Lon inh,CendR NRP1 mod,MT1-MMP act inh,Rin1-Abl PPI inh,MsrA inhibitor,Neddylation inh,FAS-TE inh,bovine MsrA act,SKN-1 inh
Cc1ccc(S(=O)(=O)N2CC(O)C[C@H]2C(=O)OCC(=O)N2CCN(c3ccc(F)cc3)CC2)cc1C (some centres not stated),-5,9,6,4,0.4,i,-3,3,5
O=C(Cc1nc2ccccc2[nH]c1=O)c1ccc(Cl)cc1,-42,-48,-47,-1,0.3,i,-3,0,10
O=C(NNC(=O)c1cccc(-n2cnnn2)c1)c1ccccc1,-10,-15,3,1,0.6,i,-2,-3,7
O=C(CN1C(=O)C2(OCCO2)c2ccccc21)c1ccc(F)cc1,-2,2,2,0,-1.7,i,-4,-13,-8
O=C(COc1ccccc1Cl)Nc1nc(-c2cccs2)cs1,5,14,-2,-2,-0.2,i,24,0,14
COc1cc(NS(=O)(=O)c2cccc3nsnc23)c(C(=O)O)cc1OC,-5,10,0,1,0.6,i,-4,-6,0
CCCCNS(=O)(=O)c1ccc(S(=O)(=O)N2CCC3(CC2)OCCO3)cc1,-11,15,4,0,0.5,i,-6,-1,14
CCCCCCn1c(=O)c(F)cn(Cc2ccc(OC)c([N+](=O)[O-])c2)c1=O,1,6,4,-1,-0.1,i,58*,-1,2
COc1ccc(NC(=O)CN(C)C(=O)CNC(=O)c2ccc(C)s2)cc1,0,7,2,-5,1.7,i,-9,-3,-17
CCOC(=O)C1CCN(S(=O)(=O)c2ccc3oc(=O)ccc3c2)CC1,15,9,-3,0,0.8,i,-2,-10,-1
Cc1cc(=O)oc2cc(NC(=O)c3cccc(F)c3)ccc12,-4,8,-1,0,0.2,i,-3,-4,-4
CCCCC(=O)NC(c1ccc(N(C)C)cc1)c1ccc2cccnc2c1O (configuration not stated),11,5,13,2,-0.5,i,6,-9,16
CCOC(=O)C1(C#N)C(=O)CSC1=Nc1ccccc1Cl (configuration not stated),-36,-35,23,1,0.3,i,-7,-3,24
CC(C)c1onc(C(=O)NCc2cccs2)c1[N+](=O)[O-],-7,1,-4,5,1.3,i,-6,-1,-5
Cc1ccc(C)c(-n2cc[nH]c2=S)c1,2,-7,2,-2,0.4,i,-5,-1,9
CC(NC(=O)CN(C)S(=O)(=O)c1cccc2nsnc12)c1ccccc1 (configuration not stated),3,1,-2,-2,0.5,i,-8,-3,15
Cc1cccc(NC(=O)CCn2nc(C)cc2C)c1,-12,6,-3,1,-1.2,i,-5,-3,23
CNC[C@H]1Oc2cc(Br)ccc2S(=O)(=O)N([C@@H](C)CO)C[C@@H]1C,1,4,-2,-2,-1.5,i,-6,-1,4
Cc1ccccc1-n1c(SCC(=O)N(C)C2CCS(=O)(=O)C2)nnc1-c1ccncc1 (configuration not stated),-10,-6,1,2,0.0,i,0,-5,18
Cc1ccc(-c2cc(C(=O)N/N=C/c3ccc([N+](=O)[O-])o3)c3ccccc3n2)o1,-10,-6,-4,-3,4.2,·,4,-2,7
Cn1c(=O)[nH]c(=O)c2c1nc(SCCN1CCCCC1)n2Cc1ccccc1,-3,2,1,2,-1.4,i,-4,-2,5
FC(F)(F)c1cccc(Sc2nc(-c3ccccc3)nnc2C(F)(F)F)c1,-11,0,-8,3,0.3,i,30,-1,1
Cc1ccc2c(c1)C1CN(C)CCC1N2C(=O)c1cccc(S(=O)(=O)N(C)C)c1 (configuration not stated),-7,0,-4,-4,-0.8,i,-4,-3,6
CN(C)c1ccc(N2C(=NC(=O)COc3ccccc3)SC3CS(=O)(=O)CC32)cc1 (configuration not stated),-3,-2,1,-3,-0.7,i,2,-1,19
COCCOc1cc(NC(=O)c2sccc2Oc2ccc([N+](=O)[O-])cc2F)c(Cl)cc1Cl,8,-1,4,2,1.5,i,22,-10,-1
N#C/C(C(N)=O)=C1/CCc2ccccc2N1,0,11,20,0,1.9,i,-8,-15,14
COc1ccc2c(c1OC)C(=O)N(c1ccc(C)c(C)c1)C2=O,-8,0,-3,-3,1.1,i,1,-2,-24
COc1ccc(NC(=O)CSc2nccn2C)cc1S(N)(=O)=O,-4,-1,3,5,-0.1,i,-4,-3,4
CCn1nccc1NC(=O)c1csc([C@@H]2O[C@H](CO)[C@H](O)[C@H](O)[C@H]2O)n1,0,-4,-8,0,-0.9,i,-7,-4,19
Clc1ccc(Cn2nnc3ccccc32)cc1,3,12,-1,0,0.1,i,12,1,29
CC(C)(C)c1ccc(OC(=O)c2ccc3nsnc3c2)cc1,0,17,0,2,0.4,i,24,-2,0
CCN(CC)S(=O)(=O)c1cccc(NC(=O)c2cc3ccccc3o2)c1,9,9,3,-3,0.5,i,8,-3,-7
O=C(Nc1ccc(F)c(Cl)c1)C1CC2CCC1C2 (configuration not stated),1,6,-5,0,-1.7,i,17,-2,13
CCc1nc2c(OCCC3CCCCC3)cccn2c1N(C=O)Cc1ccccc1,10,-2,-6,0,0.7,i,26,-5,13
O=C(NCc1cccnc1)c1ccc(-c2ccc(F)c(F)c2)c2ccoc12,-6,7,5,-4,0.6,i,5,0,28
CC(NC(=O)Nc1cccc([N+](=O)[O-])c1)(C(F)(F)F)C(F)(F)F,-3,8,3,2,-0.2,i,8,-1,22
C=CCn1c(SCC(=O)N2CCOCC2)nc2c([nH]c3ccccc32)c1=O,-4,13,3,-5,1.5,i,-6,-3,-4
COc1ccc(/C=C/C(=O)C(C(N)=O)=C2SCCS2)cc1,-7,-1,-5,-3,2.8,i,-12,-4,3
COc1ccc(CC(=O)Nc2nncs2)cc1OC,1,-4,3,4,-0.4,i,-6,-7,1
O=C(c1ccc(Cl)s1)N1CCN(C23CC4CC(CC(C4)C2)C3)CC1,7,6,4,-4,·,i,-5,-10,-21
COc1ccc(N(CC(=O)O)S(=O)(=O)c2cccnc2)cc1,1,13,-3,3,-0.3,i,-7,-3,10
COC(=O)C1C(=O)C2=C(CC1C)NC(C)=C(C(=O)OC(C)C)C2c1ccc(C)o1 (configuration not stated),7,-6,-1,1,2.2,i,-2,-2,-6
Cc1ccc(CNC(=O)CCSCc2ccccc2F)cc1,-5,1,7,-2,0.2,i,4,-1,11
O=C(O)/C=C/C(=O)Nc1ccc2c(c1)C(=O)c1ccccc1C2=O,1,-8,2,-8,2.1,i,-1,0,4
O=C(Cn1nc(-c2ccc(Cl)cc2)c2ccccc2c1=O)NN1CCOCC1,-5,10,0,-2,-1.2,i,-2,-2,12
Cc1ccc(C)c(CN2CCC(n3nccc3NC(=O)C3CCCC3)CC2)c1,-17,-4,-1,1,0.5,i,5,0,5
O=S(=O)(c1ccc(F)c(F)c1)N1CCN(c2ccccn2)CC1,-5,6,0,-3,1.7,i,-3,-8,-12
CC(C)c1ccccc1NC(=O)C1CCCN(C(=O)c2ccc(Cl)cc2)C1 (configuration not stated),1,-13,-1,2,0.6,i,5,-1,5
COc1cccc(CN(C)C(=O)c2cccc(S(=O)(=O)NCc3ccccc3)c2)c1OC,-4,2,5,7,0.2,i,-3,-6,-3
C[C@@H]1CN([C@H](C)CO)C(=O)CCCn2cc(nn2)CO[C@H]1CN(C)S(=O)(=O)c1ccccc1C#N,-3,14,3,-2,-0.2,i,-8,1,3

# (more compounds)
compound,E coli Lon inh,CendR NRP1 mod,MT1-MMP act inh,Rin1-Abl PPI inh,MsrA inhibitor,Neddylation inh,FAS-TE inh,bovine MsrA act,SKN-1 inh
COc1ccc(/C=C2/SC(=O)N(CCNC(=O)C3COc4ccccc4O3)C2=O)cc1 (configuration not stated),-4,-7,4,3,1.4,i,6,-3,8
O=C(O)CCCCCNC(=O)CSc1nnc(-c2ccco2)n1-c1ccccc1,-9,-8,2,0,1.0,i,-4,0,10
COc1ccc(C(C)=O)cc1CS(=O)(=O)CC(=O)O,4,10,-4,2,-0.7,i,-10,-11,-7
C/C(=N\NC(=O)c1[nH]c2c([N+](=O)[O-])cc(C)cc2c1-c1ccccc1)c1cccnc1,-4,8,1,2,-0.4,i,3,4,3
Cc1ccc(NC(=O)c2ccc(Nc3c([N+](=O)[O-])cc([N+](=O)[O-])cc3[N+](=O)[O-])cc2)cc1,-3,11,13,-4,1.4,i,18,1,-4
CC(=O)c1ccc(Oc2cc(C)nc(NCc3ccccc3)n2)cc1,-4,5,-8,1,-0.9,i,14,-5,-16
Clc1ccccc1-c1nnc2sc(-c3ccncc3)nn12,-1,-9,2,0,0.6,i,0,-6,6
O=C(CSc1ccccc1)N(c1ccc(Br)cc1)c1nccs1,2,9,-6,-4,1.8,i,36,-4,27
Cc1cc(NC(=O)Nc2cc(F)ccc2F)no1,0,4,0,3,-0.6,i,-2,-1,2
COc1ccc(Cl)cc1Nc1cc(C)nc2nc(C)nn12,-7,-9,-1,0,0.7,i,-5,-11,-2
COc1cc(C2/C(=C(\O)c3cc(C)ccc3C)C(=O)C(=O)N2CCN(C)C)ccc1O (configuration not stated),-1,7,5,-2,1.8,i,-7,-7,32
C/C(=N/NC(=O)CN1CCN(S(=O)(=O)c2ccc(C)cc2)CC1)c1ccco1,2,-8,-2,-1,-0.7,i,9,-3,-24
CC1CN(S(=O)(=O)c2cccc(C(=O)Nc3ccc(S(=O)(=O)NC4=NCCCCC4)cc3)c2)CC(C)O1 (configuration not stated),5,8,·,-3,0.0,i,-1,0,3
CCCN1C(=O)NC2(O)C(=O)c3ccccc3C12O (configuration not stated),-6,-1,1,1,-0.6,i,0,2,-8
Cn1cc(Cl)c(C(=O)N2CCN(c3ncccn3)CC2)n1,-11,0,2,0,-0.6,i,-6,-3,3
CCOC(=O)CSc1nnc(-c2ccc(S(=O)(=O)N3CCC(C)CC3)cc2)o1,5,2,0,1,-0.3,i,-11,-9,-12
Nc1nc(NCc2ccccc2Cl)n(-c2ccccc2)n1,-1,-7,6,2,-0.9,i,0,-4,11
CCOc1ccc(S(=O)(=O)Nc2ccc(Cl)cn2)c(C)c1C,-1,-7,5,-3,1.1,i,10,-3,31
COC(=O)c1cc(NC(=O)c2c(-c3c(Cl)cccc3Cl)noc2C)ccc1N1CCOCC1,-7,-4,-3,4,0.0,i,9,-3,8
Cc1ccc(C(C)NC(=O)c2ccco2)cc1C (configuration not stated),-2,4,7,3,1.2,i,0,1,1

# Compounds shown so far with a CF3 group, in the order listed:
compound,E coli Lon inh,CendR NRP1 mod,MT1-MMP act inh,Rin1-Abl PPI inh,MsrA inhibitor,Neddylation inh,FAS-TE inh,bovine MsrA act,SKN-1 inh
FC(F)(F)c1cccc(Sc2nc(-c3ccccc3)nnc2C(F)(F)F)c1,-11,0,-8,3,0.3,i,30,-1,1
CC(NC(=O)Nc1cccc([N+](=O)[O-])c1)(C(F)(F)F)C(F)(F)F,-3,8,3,2,-0.2,i,8,-1,22

# Assay outcomes from PubChem.
